Assay outcomes deposited in PubChem by ICCB-Longwood Screening Facility, Harvard Medical School.
Polio RdRp inh: poliovirus RdRp elongation inhibitors, primary screen, biochemical, fluorescence polarization, total intensity. Genome polyprotein (Poliovirus type 1 (strain Mahoney)), P03300. poliovirus polymerase elongation; active compounds read low. % elongation, % (compound at 16.7 µg/mL). 0.66% of 150,000 active. AID 588519, 2011; in the data active = % elongation below about 90%; also: some results filed as inactive read as strong as hits
Target sequence (P03300 1749-2209 limits assumed): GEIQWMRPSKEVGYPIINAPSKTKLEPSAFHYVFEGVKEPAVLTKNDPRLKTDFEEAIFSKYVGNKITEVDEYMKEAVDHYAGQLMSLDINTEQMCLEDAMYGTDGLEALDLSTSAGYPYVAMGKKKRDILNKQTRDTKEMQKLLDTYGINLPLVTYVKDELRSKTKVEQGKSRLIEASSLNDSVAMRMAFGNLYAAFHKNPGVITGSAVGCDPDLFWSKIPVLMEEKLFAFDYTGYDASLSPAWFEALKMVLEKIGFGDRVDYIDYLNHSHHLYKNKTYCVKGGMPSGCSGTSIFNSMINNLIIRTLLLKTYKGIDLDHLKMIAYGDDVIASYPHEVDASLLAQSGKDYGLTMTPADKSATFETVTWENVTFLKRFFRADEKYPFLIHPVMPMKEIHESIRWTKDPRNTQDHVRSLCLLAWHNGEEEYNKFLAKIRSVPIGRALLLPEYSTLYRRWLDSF
Polio RdRp inh FP z-score: second read-out of Polio RdRp inh, no call of its own (marks repeat the call); z-score; measured here: FP z-score; hits read low
Starred values were filed as active, the others as inactive. Not all compounds are listed; the hit share may differ from the screen's.

The opening 3 compounds, to show the layout:
`COc1cccc(-n2c(=O)c3c(C)c(C(=O)N(C)C)sc3n(Cc3cccc(C)c3)c2=O)c1` gave Polio RdRp inh 101 and Polio RdRp inh FP z-score -1.
CN(C(=O)c1cc2c(=O)n3ccccc3nc2n1C)c1ccccc1 was read as Polio RdRp inh 114 and Polio RdRp inh FP z-score 1.5.
C[C@@H]1CC2C3CCC4=CC(=O)C=C[C@]4(C)[C@@]3(F)[C@@H](O)C[C@]2(C)[C@@]1(O)C(=O)CO (some centres undefined) was read as Polio RdRp inh 100 and Polio RdRp inh FP z-score 0.

The whole of this part (from the top)
`COc1cccc(-n2c(=O)c3c(C)c(C(=O)N(C)C)sc3n(Cc3cccc(C)c3)c2=O)c1` gave Polio RdRp inh 101 and Polio RdRp inh FP z-score -1.
CN(C(=O)c1cc2c(=O)n3ccccc3nc2n1C)c1ccccc1 was read as Polio RdRp inh 114 and Polio RdRp inh FP z-score 1.5.
C[C@@H]1CC2C3CCC4=CC(=O)C=C[C@]4(C)[C@@]3(F)[C@@H](O)C[C@]2(C)[C@@]1(O)C(=O)CO (some centres undefined) was read as Polio RdRp inh 100 and Polio RdRp inh FP z-score 0.
Cc1cc(-c2cn3cc(Br)ccc3n2)c(C)n1Cc1ccco1 was read as Polio RdRp inh 107 and Polio RdRp inh FP z-score 0.6.
For CSCC[C@@H](C(=O)O)N1Cc2ccccc2C1=O the results were Polio RdRp inh 100 and Polio RdRp inh FP z-score -0.2.
For COc1ccccc1N1CCN(C(=O)Cn2ncc3ccsc3c2=O)CC1 the results were Polio RdRp inh 108 and Polio RdRp inh FP z-score 1.1.
Screening Cc1ccc(-c2nc3ncccc3o2)cc1NC(=O)c1cccc(OCC(C)C)c1 returned Polio RdRp inh 102 and Polio RdRp inh FP z-score -1.
S=C(c1cccnc1)N1CCOCC1 was read as Polio RdRp inh 99 and Polio RdRp inh FP z-score -0.3.
For CNC(=O)NC(=O)Cn1cnc2sc(-c3ccccc3)cc2c1=O the results were Polio RdRp inh 103 and Polio RdRp inh FP z-score -0.2.
For COc1ccc(-c2nc(CNS(=O)(=O)c3ccc(NC(C)=O)cc3)cs2)cc1 the results were Polio RdRp inh 106 and Polio RdRp inh FP z-score 1.5.
Screening NC(=S)CC(=S)N1CCOCC1 returned Polio RdRp inh 100 and Polio RdRp inh FP z-score 0.
O=C(c1ccccc1)c1nc2ccccc2[nH]c1=O was read as Polio RdRp inh 100 and Polio RdRp inh FP z-score -0.1.
For COc1ccc(-c2csc(NC(C)=O)c2C(=O)O)cc1 the results were Polio RdRp inh 100 and Polio RdRp inh FP z-score -0.4.
For C=C(C)Cn1c(N)cc(=O)nc1SCC(=O)Nc1cccc(C(F)(F)F)c1 the results were Polio RdRp inh 103 and Polio RdRp inh FP z-score 1.3.
`O=C(CN1C(=O)c2ccccc2S1(=O)=O)NC1CC1` gave Polio RdRp inh 103 and Polio RdRp inh FP z-score 0.8.
`O=C(CCc1ccccc1)NCCc1nc2ccccc2[nH]1` gave Polio RdRp inh 104 and Polio RdRp inh FP z-score 0.
`O=C(Nc1cccc(F)c1)c1ccc2ncsc2c1` gave Polio RdRp inh 97 and Polio RdRp inh FP z-score -0.1.
For Cc1ccc(CCNc2ncnc3onc(-c4ccc(F)cc4)c23)cc1 the results were Polio RdRp inh 114 and Polio RdRp inh FP z-score 0.8.
For CC1(C)Cc2ccccc2C(=NCC(=O)O)N1 the results were Polio RdRp inh 99 and Polio RdRp inh FP z-score -0.9.
`COc1ccc(CCN(C)CC(=O)Nc2c(C)cc(C)cc2C)cc1OC` gave Polio RdRp inh 101 and Polio RdRp inh FP z-score 0.1.
For O=C(CSc1ccc2nc(-c3ccccc3)cn2n1)Nc1ccccc1C(F)(F)F the results were Polio RdRp inh 103 and Polio RdRp inh FP z-score -1.
COc1ccc(Cn2c(=O)c3oc4ccccc4c3n(Cc3ccc(F)cc3)c2=O)cc1 was read as Polio RdRp inh 110 and Polio RdRp inh FP z-score 0.7.
Cc1ccc(-c2nnc(Nc3ccc(Cl)c(Cl)c3)c3ccccc23)cc1S(=O)(=O)N(C)C was read as Polio RdRp inh 107 and Polio RdRp inh FP z-score 0.3.
`COc1cccc(/C=C/C(=O)OCC(=O)Nc2ccccc2)c1` gave Polio RdRp inh 99 and Polio RdRp inh FP z-score -1.3.
Cc1cccc(NC(=O)Cn2c(=O)n(CCC(=O)NCc3ccco3)c(=O)c3ccccc32)c1 was read as Polio RdRp inh 102 and Polio RdRp inh FP z-score 0.2.
Screening COc1ccc(-n2nc(C(=O)Nc3cc(C)ccn3)c3c4ccccc4n(C)c3c2=O)cc1Cl returned Polio RdRp inh 100 and Polio RdRp inh FP z-score -0.6.
O=C(NCCc1ccccc1)c1cnn2cccnc12 was read as Polio RdRp inh 100 and Polio RdRp inh FP z-score -0.5.
`CCc1cccc(C)c1NC(=O)Nc1csc2c1CCCC2` gave Polio RdRp inh 108 and Polio RdRp inh FP z-score -0.5.
`COc1ccc2c(C)c(CC(=O)NCCc3ccccc3)c(=O)oc2c1OC` gave Polio RdRp inh 105 and Polio RdRp inh FP z-score -0.5.
For CN1C(=O)CS/C1=N/N=C/c1cn(-c2ccccc2)nc1-c1ccccc1 the results were Polio RdRp inh 102 and Polio RdRp inh FP z-score 0.2.
`C=CCC(N)(CC=C)c1ccc(C)cc1` gave Polio RdRp inh 109 and Polio RdRp inh FP z-score 0.6.
For O=C(OCC(=O)N1CCCCC1)c1ccc(-c2nc3ccccc3s2)s1 the results were Polio RdRp inh 104 and Polio RdRp inh FP z-score 0.1.
For Cc1cc(/C=C2/NC(=O)N(Cc3ccccc3F)C2=O)c(C)n1C the results were Polio RdRp inh 102 and Polio RdRp inh FP z-score -0.1.
Screening COc1ccc(/C=C2\SC(=O)N(CCNC(=O)[C@@H]3CCCN3C(=O)OC(C)(C)C)C2=O)cc1 returned Polio RdRp inh 101 and Polio RdRp inh FP z-score -0.4.
Screening COc1ccc(-c2nc3c4cnn(-c5cccc(C)c5)c4ncn3n2)cc1 returned Polio RdRp inh 106 and Polio RdRp inh FP z-score 0.9.
`c1ccc(CCN2CN(Cc3ccccc3)c3nc4ccccc4n3C2)cc1` gave Polio RdRp inh 99 and Polio RdRp inh FP z-score -0.6.
Screening CN(C)CCNC(=O)c1ccc(-c2nn(C)c(=O)c3ccccc23)cc1 returned Polio RdRp inh 98 and Polio RdRp inh FP z-score -1.1.
COc1cc(C(=O)Oc2ccc(Cl)c3cccnc23)cc(OC)c1OC was read as Polio RdRp inh 102 and Polio RdRp inh FP z-score -0.3.
For O=C(CSc1c(-c2ccccc2)c2cc(Cl)ccc2[nH]c1=O)N1CCN(C(=O)c2ccco2)CC1 the results were Polio RdRp inh 100 and Polio RdRp inh FP z-score -0.5.
For N#CCCn1cc(C(=O)Nc2ccccc2Cl)c(-c2ccc(F)cc2)n1 the results were Polio RdRp inh 100 and Polio RdRp inh FP z-score 0.2.

Looked up by compound from the list above:
Screening COc1ccc(-n2nc(C(=O)Nc3cc(C)ccn3)c3c4ccccc4n(C)c3c2=O)cc1Cl returned Polio RdRp inh 100 and Polio RdRp inh FP z-score -0.6.
For CN1C(=O)CS/C1=N/N=C/c1cn(-c2ccccc2)nc1-c1ccccc1 the results were Polio RdRp inh 102 and Polio RdRp inh FP z-score 0.2.
For O=C(CSc1ccc2nc(-c3ccccc3)cn2n1)Nc1ccccc1C(F)(F)F the results were Polio RdRp inh 103 and Polio RdRp inh FP z-score -1.
For Cc1cc(/C=C2/NC(=O)N(Cc3ccccc3F)C2=O)c(C)n1C the results were Polio RdRp inh 102 and Polio RdRp inh FP z-score -0.1.
Screening CN(C)CCNC(=O)c1ccc(-c2nn(C)c(=O)c3ccccc23)cc1 returned Polio RdRp inh 98 and Polio RdRp inh FP z-score -1.1.
For O=C(CSc1c(-c2ccccc2)c2cc(Cl)ccc2[nH]c1=O)N1CCN(C(=O)c2ccco2)CC1 the results were Polio RdRp inh 100 and Polio RdRp inh FP z-score -0.5.

Following part.
Screening COc1ccccc1CNC(=O)C(NS(=O)(=O)c1cccs1)C(C)C (centres undefined) returned Polio RdRp inh 103 and Polio RdRp inh FP z-score -0.1.
Cc1ccc(-n2ncc(C(=O)NCCN3CCCC3)c2C2CCN(C(=O)OC(C)(C)C)CC2)cc1 was read as Polio RdRp inh 114 and Polio RdRp inh FP z-score 1.5.
Screening Cn1cccc1C(=O)OCc1ccc(C(C)(C)C)cc1 returned Polio RdRp inh 102 and Polio RdRp inh FP z-score 0.1.
O=c1[nH]c2ccc(S(=O)(=O)N3CCCC3)cc2s1 was read as Polio RdRp inh 98 and Polio RdRp inh FP z-score -0.9.
For COCc1cc(C)nc2sc3c(=O)n(Cc4ccccc4)nnc3c12 the results were Polio RdRp inh 99 and Polio RdRp inh FP z-score -0.4.
Screening CCC(Cc1cccc(O)c1)C(=O)O (centres undefined) returned Polio RdRp inh 110 and Polio RdRp inh FP z-score 0.5.
CCn1cc(C(=O)NCc2ccc(C)cc2)c(=O)c2cc(S(=O)(=O)N3CCCCCC3)ccc21 was read as Polio RdRp inh 106 and Polio RdRp inh FP z-score 0.
COc1ccc(N2CCN(C(=O)c3ccc(C#CC4(O)CCCCC4)cc3)CC2)cc1 was read as Polio RdRp inh 104 and Polio RdRp inh FP z-score 0.1.
Screening CNC(=S)N1CCN(c2ccccc2OC)CC1 returned Polio RdRp inh 106 and Polio RdRp inh FP z-score 0.5.
COc1ccc(NC(=O)c2nc(-c3ccc(C)cc3)n3c2CCCCC3)c(OC)c1 was read as Polio RdRp inh 109 and Polio RdRp inh FP z-score 0.6.
Screening O=C(NCc1ccco1)c1ccc2c(c1)N(Cc1cccc(Cl)c1)C(=O)c1ccccc1S2(=O)=O returned Polio RdRp inh 113 and Polio RdRp inh FP z-score 1.3.
`O=C(CN1CCC(c2nc3ccccc3s2)CC1)N(C1CCCCC1)C1CCS(=O)(=O)C1` (centres undefined) gave Polio RdRp inh 105 and Polio RdRp inh FP z-score 0.4.
`Cc1ccc2nc(SCN3C(=O)c4ccccc4C3=O)[nH]c2c1` gave Polio RdRp inh 104 and Polio RdRp inh FP z-score 0.1.
`CCOC(=O)Cc1ccc(NC(=O)Nc2cccc(OCc3cc(=O)n4cc(C)ccc4n3)c2)cc1` gave Polio RdRp inh 110 and Polio RdRp inh FP z-score 1.
`CCOC(=O)c1c(C)n(-c2cccc(C)c2)c2ccc(O)cc12` gave Polio RdRp inh 103 and Polio RdRp inh FP z-score 0.
For O=C(CSc1nc2ccccc2o1)N1CCNC1=O the results were Polio RdRp inh 105 and Polio RdRp inh FP z-score 0.1.
Screening COc1ccc(S(=O)(=O)N(CC(=O)NC2CC2)C2CCCCC2)cc1Cl returned Polio RdRp inh 101 and Polio RdRp inh FP z-score -0.1.
For O=C(NCCc1ccccc1)c1ccc(Nc2nc3ccccc3n3nnnc23)cc1 the results were Polio RdRp inh 106 and Polio RdRp inh FP z-score 0.3.
Screening Cn1c(=O)c2c(-c3ccccc3Br)n(C(CO)(CO)CO)cc2n(C)c1=O returned Polio RdRp inh 103 and Polio RdRp inh FP z-score 0.7.
For Cc1ccn(CCC(=O)Nc2nccs2)n1 the results were Polio RdRp inh 99 and Polio RdRp inh FP z-score -0.5.
`O=C(CCN1C(=O)C2C3C=CC(C3)C2C1=O)Nc1cccc2ccccc12` (centres undefined) gave Polio RdRp inh 102 and Polio RdRp inh FP z-score -0.2.
CNS(=O)(=O)c1ccccc1C(=O)N/N=C/c1ccc(OC)c(OC)c1 was read as Polio RdRp inh 101 and Polio RdRp inh FP z-score 0.
For CNC[C@H](O)c1cccc(O)c1 the results were Polio RdRp inh 101 and Polio RdRp inh FP z-score 0.3.
O=C(COC(=O)c1ccncc1)NC12CC3CC(CC(C3)C1)C2 was read as Polio RdRp inh 105 and Polio RdRp inh FP z-score 0.4.
CC(=O)NCCc1nc2ccccc2n1Cc1ccc(C(C)C)cc1 was read as Polio RdRp inh 103 and Polio RdRp inh FP z-score 0.2.
For Cc1cc(O)c(C(c2ccccc2)N2CCCCC2)c(=O)n1Cc1ccco1 (centres undefined) the results were Polio RdRp inh 107 and Polio RdRp inh FP z-score -0.2.
`CCOc1ccc(NC(=O)CN(C)CC(=O)NC2CCCc3ccccc32)cc1OCC` (centres undefined) gave Polio RdRp inh 99 and Polio RdRp inh FP z-score -0.4.
`O=C(/C=C/c1cccs1)N1CCCCC1c1nc2ccccc2s1` (centres undefined) gave Polio RdRp inh 97 and Polio RdRp inh FP z-score -0.4.
Screening COCCNC(=O)c1ccc2c(c1)N(Cc1cc(C)ccc1C)C(=O)c1ccccc1S2(=O)=O returned Polio RdRp inh 104 and Polio RdRp inh FP z-score -0.4.
Screening COc1ccccc1NC(=O)CC(c1ccccc1)c1ccc(C)cc1O (centres undefined) returned Polio RdRp inh 96 and Polio RdRp inh FP z-score -0.7.
Screening CC1CCC(C(C)C)C(OC(=O)COC(=O)c2cc(=O)[nH]c(=O)[nH]2)C1 (centres undefined) returned Polio RdRp inh 103 and Polio RdRp inh FP z-score 0.1.
CC(=O)NN=C1CCC(C(C)(C)C)CC1 (centres undefined) was read as Polio RdRp inh 103 and Polio RdRp inh FP z-score 0.2.
For Clc1ccc(OCc2cn3cccnc3n2)cc1 the results were Polio RdRp inh 102 and Polio RdRp inh FP z-score -0.2.
For COc1cccc(NC(=O)/C(C#N)=C\c2cn(Cc3ccc(Cl)cc3)c3ccccc23)c1 the results were Polio RdRp inh 105 and Polio RdRp inh FP z-score 0.1.
For CC1=C(C(N)=O)C(c2cccc(Br)c2)n2nc(SCc3ccccc3Cl)nc2N1 (centres undefined) the results were Polio RdRp inh 104 and Polio RdRp inh FP z-score -0.8.
`CSc1ccc(NC(=O)N(Cc2ccccc2)C(=O)CC#N)cc1` gave Polio RdRp inh 102 and Polio RdRp inh FP z-score 0.2.
`COc1ccccc1N1CCN(c2ccc(=O)n(CC(=O)Nc3ccc(F)c(F)c3)n2)CC1` gave Polio RdRp inh 103 and Polio RdRp inh FP z-score -0.9.
CCn1c2ccccc2c2nnc(SCC(=O)NCc3ccco3)nc21 was read as Polio RdRp inh 102 and Polio RdRp inh FP z-score 0.
Screening Cc1ccccc1NC(=O)C(C)Sc1nnc(-c2ccccc2C)o1 (centres undefined) returned Polio RdRp inh 101 and Polio RdRp inh FP z-score -0.3.
For O=C(Nc1ccc2c(c1)OCCO2)N1C=CC(C(F)(F)F)=NCC1 the results were Polio RdRp inh 102 and Polio RdRp inh FP z-score 0.
